M1 PAM – positive allosteric modulators of human M1 muscarinic receptor. P11229. CHO-K1 hM1, Fluo-8 calcium fluorescence, ACh EC20; 0% = ACh EC20, 100% = maximal ACh. AID 588819. hit rate 0.088% among 360,000. activation, % at 3 µM; in the data active means activation above about 19%, passing the limit was not always enough
Target sequence (P11229 whole entry, looked up): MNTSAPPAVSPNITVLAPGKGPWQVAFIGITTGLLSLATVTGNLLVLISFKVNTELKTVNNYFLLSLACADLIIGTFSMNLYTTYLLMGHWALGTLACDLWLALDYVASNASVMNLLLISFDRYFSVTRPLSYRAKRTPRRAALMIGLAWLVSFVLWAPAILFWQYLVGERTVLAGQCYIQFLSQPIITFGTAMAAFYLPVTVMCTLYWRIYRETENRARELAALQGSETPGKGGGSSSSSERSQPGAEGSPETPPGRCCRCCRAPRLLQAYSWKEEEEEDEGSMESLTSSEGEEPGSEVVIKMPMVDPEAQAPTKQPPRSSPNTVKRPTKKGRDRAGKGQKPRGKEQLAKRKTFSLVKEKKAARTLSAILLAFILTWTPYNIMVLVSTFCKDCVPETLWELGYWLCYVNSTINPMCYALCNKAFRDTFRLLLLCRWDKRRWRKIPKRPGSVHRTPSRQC
M1 ag parental – counter-screen for M1 agonists: effect in parental CHO-K1 cells; hit rate 0.48% among 360,000; activation, % at 3 µM; Fluo-8 calcium fluorescence; scaled to maximal ATP response, vehicle zero; AID 602248; in the data active means activation above about 15%;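 further: untransfected CHO-K1 host cells lacking M1 receptor as counterscreen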
OXTR potentiator – potentiates the human oxytocin receptor response; P30559; CHO-OTR cells, Fluo-8 calcium fluorescence, potentiator mode; 0% = oxytocin EC15, 100% = EC100; activation, % at 3 µM; hit rate 0.061% among 320,000; AID 2445;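 active means activation above that plate's cutoff, the mean activation of tested compounds plus 3 SD, cut at about 6.6% in these data, passing the limit was not always enough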;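 further: 100% uses oxytocin at 75 nM as the full agonist control; some results filed as inactive read as strong as hits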
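Measured by – Fluo-8 calcium dye fluorescence · Test system – human OTR in CHO cells · Dosing – one concentration, 3.0 µM compound · Controls – EC15 oxytocin alone as 0%, 75 nM oxytocin as 100% · Evaluation – normalized max/min fluorescence ratio, % activation · Timing – 6 min pre-incubation, 100 s read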
M1 ag – human M1 muscarinic receptor agonism; CHO-K1 hM1, Fluo-8 calcium fluorescence, agonist mode; 0% DMSO, 100% acetylcholine EC100; activation, % at 3 µM; hit rate 0.33% among 360,000; AID 588814;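 active means activation above the run's mean compound activation plus 3 SD, cut at about 16% in these data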;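 further: peak over basal fluorescence ratio within a 140 s kinetic read after compound addition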
CHO parental Ca – counter-screen: ATP calcium response change in parental CHO cells. hit rate 0.63% among 330,000. AID 463079. inhibition, % at 5.6 µM. parental CHO-K1, ATP-induced calcium, Fluo-8 fluorescence;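 active means inhibition above that plate's mean sample inhibition plus 3 SD, cut at about 26% in these data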;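 further: 0% = ATP-challenged DMSO wells and 100% = DMSO wells without ATP; some compounds past the cut are filed as inactive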
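Test system: untransfected parental CHO cell line; also added: ATP stimulus; dosing: 5.6 µM, single dose; signal: calcium-sensitive Fluo-8 fluorescence; measure: percent inhibition of ATP-evoked calcium rise, normalized to controls; benchmarks: low control ATP plus DMSO, high control DMSO only; replication: one well per compound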
CHRM4 agonist – agonists of human muscarinic M4 receptor (CHRM4) | AID 624127 | hit rate 0.14% among 360,000 | CHO-K1 hM4/Gqi5, Fluo-8 calcium fluorescence; vehicle 0%, full acetylcholine response 100% | activation, % at 3 µM;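 active means activation above the run mean over all test wells plus 3 SD, cut at about 32% in these data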;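 further: peak over basal fluorescence ratio per well then scaled between controls; 0% = DMSO wells and 100% = acetylcholine at EC100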
Target sequence (P08173 whole entry, looked up): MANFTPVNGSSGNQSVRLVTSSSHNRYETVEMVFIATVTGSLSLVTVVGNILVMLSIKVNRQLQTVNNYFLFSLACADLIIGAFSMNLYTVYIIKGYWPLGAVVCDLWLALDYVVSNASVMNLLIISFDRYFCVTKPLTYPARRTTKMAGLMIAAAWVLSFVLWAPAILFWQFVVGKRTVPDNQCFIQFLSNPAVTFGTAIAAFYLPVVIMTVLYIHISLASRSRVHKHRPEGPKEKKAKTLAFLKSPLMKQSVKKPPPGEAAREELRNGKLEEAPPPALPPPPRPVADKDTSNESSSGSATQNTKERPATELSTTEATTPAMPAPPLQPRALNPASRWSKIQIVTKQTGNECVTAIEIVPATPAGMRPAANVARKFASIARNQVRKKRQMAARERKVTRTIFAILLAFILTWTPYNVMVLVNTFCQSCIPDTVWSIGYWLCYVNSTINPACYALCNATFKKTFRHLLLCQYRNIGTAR
M4 antag – antagonists of human muscarinic M4 receptor (CHRM4) | hit rate 0.73% among 360,000 | P08173 | CHO-hM4 cells, ACh EC80, Fluo-8 calcium fluorescence | inhibition, % at 3 µM;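 active means inhibition above its plate's cutoff, the mean inhibition of sample wells plus 3 SD, cut at about 27% in these data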;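 further: 0% = acetylcholine EC80 with DMSO and 100% = DMSO without agonist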
CHRM1 antagonist – antagonists of human M1 muscarinic receptor | inhibition, % at 3 µM | CHO-K1 hM1, Fluo-8 calcium fluorescence, ACh EC80 antagonist | AID 588852 | P11229 | hit rate 1.3% among 360,000;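 active means percent inhibition above its own plate's cutoff, namely the mean of that plate's compound wells plus 3 SD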;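 further: peak over basal fluorescence ratio during 140 s after agonist addition; 0% = ACh EC80 plus DMSO and 100% = DMSO alone without agonist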
CHO-K1 Ca antag – counter-screen for M1 antagonists: effect in parental CHO-K1 cells; inhibition, % at 3 µM; hit rate 0.6% among 360,000; ATP-induced calcium, Fluo-8 fluorescence;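 active means inhibition above a per-plate cutoff, the plate's mean sample inhibition plus 3 SD, cut at about 24% in these data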;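 further: 0% = DMSO plus EC80 ATP and 100% = DMSO alone without ATP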
Numbers without * were called inactive; nt = no result given.

SMILES	M1 PAM	M1 ag parental	OXTR potentiator	M1 ag	CHO parental Ca	CHRM4 agonist	M4 antag	CHRM1 antagonist	CHO-K1 Ca antag
Cc1ccc(Nc2nc(/N=C/NO)n[nH]2)cc1C	4	0.0	3	-5	-10	0	-2	-9	-6
CCOc1ccc(NC(=O)c2cc(=O)[nH]c3ccccc23)cc1	9	-0.8	nt	-2	nt	0	1	-10	9
CC(C)C(=O)Nc1cccc(C(=O)Nc2ccc(S(=O)(=O)Nc3nccs3)cc2)c1	10	-0.1	-4	-3	-14	1	-1	-11	-12
CN(C(=O)COC(=O)C1CCN(S(=O)(=O)c2ccc3c(c2)OCCO3)CC1)C1CCCCC1	-5	0.4	-8	-6	-20	3	-2	17	26*
CC(=O)Nc1ccc(SC[C@H](Cc2ccccc2)N2CCN(CCc3ccccc3)CCC2=O)cc1	-1	2.2	-4	-5	-25	12	-4	-1	-18
CCC(C(=O)Nc1ccccc1C(=O)N1CCOCC1)N1C(=O)c2ccccc2C1=O (stereo unspecified)	5	0.4	-6	-4	-3	0	-13	-9	0
Cc1ccc(NC(=S)NCC2CCCO2)cc1C (stereo unspecified)	3	0.9	-2	-4	-19	1	1	-4	-6
Cc1[nH]c2ccc(F)cc2c1CCN(Cc1ccco1)C(=S)NC(C)(C)C	-2	0.2	-12	-4	-11	5	-11	-5	-8
Cc1ccc(NC(=O)Cc2nnc(SCC(=O)NC3=NCCS3)n2C)cc1	9	1.0	-1	-6	-10	1	2	-4	0
COc1ccc(Nc2nc3ccccc3n3nnnc23)cc1	5	0.1	-1	-1	-19	-1	0	-12	-9
CC(=O)N/C(=C\c1ccccc1)C(=O)OCC(=O)Nc1cc(S(=O)(=O)N(C)C)ccc1Cl	4	0.7	nt	3	nt	4	-9	-5	11
CS(=O)c1ccccc1-c1nc(-c2cc(C(F)(F)F)cc(C(F)(F)F)c2)no1 (stereo unspecified)	-9	1.0	-5	-5	-2	1	5	12	-5
Cc1ccc(C(=O)O/N=C(\N)c2ccc(C(F)(F)F)cn2)cc1	10	1.8	-11	-3	-6	2	5	-5	2
Cc1ccc(C)c(NC(=S)N(CCc2nc3cc(C)c(C)cc3[nH]2)Cc2cccnc2)c1	-6	0.0	-2	-10	-8	-1	11	1	-16
Cc1ccccc1S(=O)(=O)NC(=O)C1(C)CCN1C(=O)c1cccc2ccccc12 (stereo unspecified)	5	0.8	nt	-4	nt	0	-13	-13	-9
C[C@H](NS(=O)(=O)c1ccccc1F)C(=O)OCC(=O)Nc1ccc2c(c1)OCCO2	-1	0.3	-1	-2	-16	3	5	-3	-22
C=CCN(CC=C)Cc1cc(=O)oc2cc(OC)ccc12	-1	0.1	nt	-8	nt	-1	1	0	0
Cc1ccccc1N1CCN(C2CCCN(C(=O)c3cn4cccc(C)c4n3)C2)CC1 (stereo unspecified)	-8	8.8	nt	2	nt	20	5	18	2
O=C(c1csc2ccccc12)N1CCCCCC1	-3	12	-4	-5	7	-1	-4	11	-2
CCC(C)N(C)C(=O)c1cc2ccccc2c(-c2ccccc2Cl)n1 (stereo unspecified)	-1	0.1	-7	-4	-18	0	-8	-18	2
O=C(NNC(=S)Nc1ccccc1)c1cccs1	10	0.2	-2	-5	9	1	6	-9	-3
Cc1c(NC(=S)NC(=O)c2cccc([N+](=O)[O-])c2)c(=O)n(-c2ccccc2)n1C	16	0.1	-3	-6	-13	0	-13	-22	-8
CC(Oc1ccc(F)cc1F)C(=O)NNC(=S)NCC1CCCO1 (stereo unspecified)	9	0.4	-6	-2	-4	1	9	-13	-3
COC(=O)C1=C(C)NC2=C(C1c1ccc(O)cc1)S(=O)(=O)c1ccccc12 (stereo unspecified)	10	0.8	-3	-1	-16	4	-16	-32	-13
N/C(=N\OC(=O)Cc1ccc([N+](=O)[O-])cc1)c1ccccn1	9	0.1	nt	-3	nt	3	-2	-9	-5

(next part)
SMILES	M1 PAM	M1 ag parental	OXTR potentiator	M1 ag	CHO parental Ca	CHRM4 agonist	M4 antag	CHRM1 antagonist	CHO-K1 Ca antag
Cc1cc2c(cc1C)CSC(c1ccccc1OC(=O)C(C)C)SC2	5	0.9	-7	-2	3	0	-3	-4	-1
CCOC(=O)N1CCN(C(=O)c2ccc3nc(N4CCC(C)CC4)sc3c2)CC1	-2	0.6	-2	-6	-11	2	-2	5	-8
O=C(O)c1ccc(-n2cccn2)c([N+](=O)[O-])c1	5	-0.2	-3	0	-3	2	-5	-6	9
CCC(C)n1c(/C=C/c2ccccc2)nc2ccccc21 (stereo unspecified)	1	0.0	0	-12	-28	0	-4	-5	0
Cc1nn(-c2ccccc2)c(C)c1NC(=O)COc1ccc(Cl)cc1Cl	-6	7.6	-6	-4	-28	12	6	12	7
CCCCN(CCCC)Cc1cc(=O)oc2cc(C)cc(C)c12	-5	-0.2	nt	-3	nt	0	-4	-22	-15
CC(C)(CNC(=O)c1cc(Cl)c(O)c(Cl)c1)N1CCCCC1	13	0.0	-2	3	3	1	-13	1	-12
COc1ccc(-c2ccc(CN3C(C)C(=O)N(Cc4cn(CCC5OCCCO5)nn4)CCS3(=O)=O)cc2)cc1 (stereo unspecified)	-7	8.1	nt	-3	nt	19	-8	2	-3
CCCCN(C(=O)c1ccc(NC2CC2)c([N+](=O)[O-])c1)c1c(N)n(CCCC)c(=O)[nH]c1=O	6	-0.1	nt	-6	nt	0	-6	-5	5
Cc1ncoc1C(=O)N1CCCC(C(=O)c2ccc(-c3ccccc3)c(F)c2)C1 (stereo unspecified)	-2	4.1	-5	0	-10	11	10	-2	-10
COC(=O)C1=C(N)c2c(F)cccc2C1(C#N)c1ccccc1 (stereo unspecified)	11	0.0	5	-3	-23	-2	-5	-12	-3
O=C(OCC(=O)N1CCCc2ccccc21)c1cnc(Cl)c(Cl)c1	5	2.5	-10	-10	-29	5	-7	-15	-14
CC(=O)c1cc(CN2C(=O)CCC2=O)cs1	-2	0.8	2	-13	0	1	-1	-6	-18
C=CCN1C(=O)/C(=C/C(=O)OC)S/C1=N\NC(=O)c1ccccc1	4	0.3	-9	-3	-4	1	5	-12	4
COc1cc(C(=O)NCCOc2ccccc2)cc(OC)c1OC	22	-0.5	-2	2	-15	2	-7	-18	-5
Cc1cc(C)nc(N2CCC(C(=O)Nc3ccc4c(c3)OCO4)CC2)n1	4	-0.4	11	-5	-10	-1	-7	-7	3
CC1(c2ccccc2)CC(c2ccccc2)=Nc2nonc2N1 (stereo unspecified)	6	0.1	-8	-4	-3	-1	1	-30	-13
O=C(C1CCC1)N1CCC(c2nc3c(nnn3Cc3c(F)cccc3Cl)c(=O)[nH]2)CC1	-6	0.8	-3	-6	-24	2	14	7	-5
CCOC(=O)CN(C(=O)Cn1nnc2ccccc21)C(C(=O)NCCOC)c1ccccc1C (stereo unspecified)	2	-0.1	-1	-1	-2	1	3	4	18
CCN(CCCNC(=O)C1CCN(S(=O)(=O)N2CCC3(CC2)OCCO3)CC1)c1ccccc1	-3	0.7	2	-12	-16	1	3	-1	-21
Cc1ccc(Cn2cnc3c(cnn3-c3ccc(F)cc3)c2=O)cc1	7	1.6	-3	-1	-5	3	1	-2	-12
COc1ccc(Cl)cc1NC(=O)C/C(C)=N/NC(=O)c1ccccc1Cl	5	0.6	-8	-4	-28	1	-1	-13	-3
Cc1cc(C)c2cc(C#N)c(NCCCN)nc2c1	nt	-0.1	nt	nt	nt	0	-16	nt	-16
COCC(=O)N1CCN(c2cccc(C(F)(F)F)c2)CC1	7	3.2	-8	-4	-1	3	-2	-7	-14
CCOc1ccccc1NC(=O)N1CCCN(c2ncccc2C#N)CC1	-3	0.5	-10	-1	-10	1	6	2	-2

Remaining list, next part
SMILES	M1 PAM	M1 ag parental	OXTR potentiator	M1 ag	CHO parental Ca	CHRM4 agonist	M4 antag	CHRM1 antagonist	CHO-K1 Ca antag
C[C@H]1CN([C@@H](C)CO)C(=O)CCCn2cc(nn2)CO[C@@H]1CN(C)C(=O)Nc1ccnc(N2CCOCC2)c1	-5	0.4	nt	-7	nt	2	-12	-6	-17
COC(=O)C1=C(C)N(CCCC(=O)O)C(=O)NC1c1ccc(Cl)cc1 (stereo unspecified)	-8	0.0	-14	-3	0	-1	-1	19	7
Cc1cccc(C)c1NC(=O)CSc1nc(COc2ccccc2)nc2ccccc12	8	0.9	2	-5	-12	1	-3	-11	-21
CCc1nn(CCCC(=O)NCc2ccccc2C)c(=O)c2cc3occc3n12	5	1.8	-7	-2	-35	1	-27	-11	-11
O=C(O)c1ccc(Cn2cnc3c(=O)[nH]cnc32)cc1	3	1.0	nt	3	nt	0	-13	2	-2
O=C1CCC(C(=O)N2CCCCO2)CN1Cc1cccc(C(F)(F)F)c1 (stereo unspecified)	1	0.8	nt	-3	nt	3	-14	-1	-9
CC(C)C(O)C1CCN(Cc2nc(Cc3ccccc3Cl)no2)CC1 (stereo unspecified)	-9	0.8	-8	-6	-4	1	11	14	9
COc1ccc(C)cc1S(=O)(=O)NC(C)c1cnn(-c2ccccn2)c1C (stereo unspecified)	5	0.9	-2	-3	3	2	5	-8	-13
CCOC(=O)c1c(NC(C)=O)sc2c1CCC(C=O)=C2Sc1ccccc1	1	-0.2	-5	-5	8	0	15	-4	-8
Cc1cc(NC(=O)COC(=O)c2nccnc2N)n(-c2ccccc2)n1	7	0.9	8	-2	0	1	-15	-7	-9
Cc1cc(Cl)ccc1NC(=O)CN1C(=O)CSc2ccc(S(=O)(=O)N3CCOCC3)cc21	1	0.5	-3	-5	-13	4	-7	-2	-19
CCS(=O)(=O)N1CCN(CC(=O)NC2CCCCC2)CC1	-2	3.1	-16	-8	-11	8	8	9	2
COc1ccc(-c2sc3ccc(-c4ccc5c(c4)OCO5)cc3c2-c2ccc(OC)nc2)cc1	1	0.4	2	-3	2	1	3	1	-22
C=C1c2nc3ccccc3n2C=C(c2ccc(C)cc2)N1c1ccccc1	8	-0.1	nt	0	nt	3	13	3	1
Cc1cc(C(=O)CSc2nnc(-c3ccc(F)cc3)o2)c(C)n1CC1COc2ccccc2O1 (stereo unspecified)	4	-0.2	-5	-1	-8	-1	12	-4	2
O=C(CN1CCN(S(=O)(=O)c2cccc(Cl)c2)CC1)N1CCCCC1	7	0.7	1	-6	-2	3	-31	-6	-24
COc1cc(C(=O)Oc2cccc(/C=N/NC(=O)c3cc(C)[nH]n3)c2)cc(OC)c1OC	-1	4.0	-11	3	-9	15	6	7	9
COc1ccc2nc(NC(=O)CSCc3c(C)noc3C)sc2c1	5	0.4	-5	-4	-17	4	-9	-7	-2
CSc1cccc(NC(=S)N2CCCN(Cc3ccc(F)cc3)C2)c1	-2	6.7	-4	-4	-8	12	12	9	-7
COc1cc2c(C#CCCCO)c(-c3ccc(C#N)cc3)oc(=O)c2cc1OC	3	-0.1	-6	-10	-7	0	7	4	3
